SSB-PriA inh = blocks PriA binding to SSB C-terminal tail; AlphaScreen SSBct-PriA binding, biotinylated peptide; inhibition, % at 33 µM; 430,000 tested, 0.6% active; in the data active means inhibition mostly above about 37%, no sharp cut-off; inactive means mostly below about 20%;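 further: plate controls were negative control peptide for no effect and reference peptide for full effect; strong numbers were not always called active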
PrPC TRFRET = inhibitors of human cell surface prion protein PrPC. P04156. TR-FRET read-out. inhibition, % at 13.8 µM. 370,000 tested, 0.43% active. AID 720596; in the data active means inhibition above about 24%; further: 0% = median of the test wells and 100% = reference compound wells
Yp Topo-I inh = blocks Yersinia pestis topoisomerase I activity. Y. pestis Topo-I cleavage product accumulation, plate reader. activity, % at 10 µM. 360,000 tested, 0.064% active; in the data active means activity above about 50%, passing the limit was not always enough; further: inactives centre near 2
CCHFV vOTU inh = CCHFV vOTU protease inhibition; Pep-AMC fluorescence; 370,000 tested, 0.55% active; inhibition, % at 11.5 µM; in the data active means inhibition above about 30%; further: 0% = vehicle wells with enzyme and 100% = no enzyme wells
Vc quorum ag = inducers of Vibrio cholerae quorum light production without autoinducers | activation, % at 18.7 µM | V. cholerae BH1578 lux reporter, luminescence, 6 h | 350,000 tested, 0.16% active; in the data active means activation mostly above about 9.7%, no sharp cut-off; further: not every result past the cut was called active; inactives centre near 0; reference of the scale not given here
DUSP3 inh = blocks human VHR1 dual specificity phosphatase; 290,000 tested, 0.52% active; recombinant VHR phosphatase, pNPP absorbance; AID 1654; inhibition, % at 13.3 µM; P51452; in the data active means inhibition above about 50%; further: some compounds called inactive have numbers as strong as hits
TcdB GH inh = inhibitors of Clostridioides difficile toxin B glycohydrolase; P18177; TcdB glycohydrolase enzymatic assay, plate reader; inhibition, % at 9.99 µM; 350,000 tested, 0.24% active; AID 652162; in the data active means inhibition above about 10%
Rv3671c protease = inhibitors of M. tuberculosis serine protease Rv3671c; AID 2606; 320,000 tested, 0.048% active; inhibition, % at 5.96 µM; in the data active means inhibition above about 38%;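 further: extracellular domain of Rv3671c used as enzyme; 0% = enzyme with DMSO and 100% = no enzyme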
3CLpro inhibitor = SARS-CoV 3CLpro protease inhibition; P0C6X7; recombinant SARS-CoV 3CLpro, quenched FRET peptide cleavage; inhibition, % at 6 µM; 290,000 tested, 0.14% active; AID 1706; in the data active means inhibition above about 12%
MazF activator = increases E. coli MazEF RNase cleavage of RNA; P0AE70; FAM/BHQ RNA-DNA oligo cleavage fluorescence, 5 h; activation, % at 20 µM; 350,000 tested, 0.32% active; AID 504720; in the data active means activation above about 50%
Numbers without * were called inactive; i = inactive; · = not tested or not shown; & = joins results of further samples. Some of the compounds tested; rates above refer to the full screens.

Order of results: Yp Topo-I inh | DUSP3 inh | Vc quorum ag | MazF activator | 3CLpro inhibitor | TcdB GH inh | SSB-PriA inh | CCHFV vOTU inh | PrPC TRFRET | Rv3671c protease
1) O=C(CC(C(=O)O)c1cccc(Cl)c1Cl)c1ccccc1 (stereo not given)
    -8 | -2 | i | 6 | 2 | 2.0 | -21 | -5 | 4 | -6
2) COc1ccc(-c2c(C#N)c(SCc3c(C)noc3C)nc3c2C(=O)CC(C)(C)C3)cc1
    8 | 4 | -0.2 | -19 | -2 | · | -5 | 2 | 3 | -8
3) O=C(COc1ccc(F)cc1)Nc1nc2c(s1)CCCC2
    -7 | 31 | 0.9 | 4 | 0 | 0.0 | 4 | 13 | 8 | -1
4) NC(CSC(c1ccccc1)(c1ccccc1)c1ccccc1)C(=O)O (stereo not given)
    3 | · | 1.0 | -2 | · | -1.5 | -6 | -8 | 3 | ·
5) COc1ccc(C(=O)CC(=O)c2ccc(F)cc2)cc1
    4 | · | -0.8 | -1 | · | 1.4 | -8 | 5 | -4 | -6
6) CCc1nc2c(OCc3ccc(Cl)cc3)cccn2c1N(C=O)Cc1ccccc1
    23 | · | i | · | · | -0.5 | · | 1 | 6 | ·
7) COc1ccccc1NS(=O)(=O)c1cccc(NC(=O)c2cc3ccccc3oc2=O)c1
    7 | 8 | -0.2 | 14 | 0 | 0.0 | -24 | -1 | 8 | 7
8) N/C(=N\OC(=O)CCCN1C(=O)c2ccccc2C1=O)c1ccccn1
    12 | 12 | 0.2 | 17 | -2 | -0.2 | · | 4 | -1 | -5
9) O=C(Nc1ccc(-c2noc(-c3ccccc3F)n2)cc1)c1cccs1
    -8 | 19 | i | -6 | 0 | · | -2 | -4 | 5 | 1
10) Cc1ccc(NC(=O)C(C)OC(=O)/C=C/c2ccccc2)cc1 (stereo not given)
    10 | -11 | i | 2 | -1 | 1.6 | -4 | -15 | 1 | 5
11) Cc1nc(SCC(=O)NCc2cccs2)nc(C)c1C
    -11 | 45 | -1.4 | 4 | 2 | -0.7 | -6 | -10 | -1 | 1
12) COC(=O)/C(=C\Nc1cccc(Cl)c1C)c1ncc(C(F)(F)F)cc1Cl
    -10 | 15 | -0.4 | 7 | 5 | · | -2 | -8 | 7 | 0
13) Cc1ccc(-c2cc(C(=O)NNC(=O)c3csc(N4CCOCC4)n3)c3ccccc3n2)cc1
    -3 | · | i | 5 | · | -1.5 | 19 | 9 | -9 | -10
14) Cc1ccc(C(=O)Oc2ccc(C(=S)N3CCOCC3)cc2)cc1
    3 | · | -0.1 | 5 | 5 | -0.6 | -13 | -11 | -4 | 6
15) Cc1cccc(NC(=S)/N=C(\N)Nc2nc(C)c3cc(C)ccc3n2)c1
    1 | 18 | -0.4 | -24 | -2 | 0.6 | · | 11 | 2 | -31

Results in sequence from the entries so far:
Compounds 8–13 in MazF activator: 17, -6, 2, 4, 7, 5
Compounds 8–13 in PrPC TRFRET: -1, 5, 1, -1, 7, -9
Compounds 8–13 in Yp Topo-I inh: 12, -8, 10, -11, -10, -3

Continuation.
Order of results: Yp Topo-I inh | DUSP3 inh | Vc quorum ag | MazF activator | 3CLpro inhibitor | TcdB GH inh | SSB-PriA inh | CCHFV vOTU inh | PrPC TRFRET | Rv3671c protease
16) O=C(c1cc(-c2ccc(F)cc2)on1)N1CCOCC1
    -3 | 20 | 1.9 | 7 | 1 | 1.1 | -23 | 3 | -4 | 3
17) COc1ccc(NC(=O)C/C(C)=N/NC(=O)c2cnccn2)cc1
    -2 | 23 | i | 12 | -1 | -0.4 | · | 1 | 1 | 4
18) COc1ccc(NC(=O)CCc2ccc(OC)c(OC)c2)cn1
    7 | 12 | i | 4 | -1 | -0.4 | -6 | 10 | 9 | -4
19) Cc1nc2c(cc1C(=O)N/N=C/c1ccc(O)c(O)c1)c(=O)n(C)c(=O)n2C
    0 | -8 | -0.2 | -2 | -3 | -0.1 | · | 12 | -1 | -2
20) CCOC(=O)c1ccc(N2CCN(c3cc(C)ccc3C)CC2)c(N)c1
    -10 | 14 | i | -3 | -6 | 1.0 | 5 | 18 | -1 | -8
21) O=C(NCCCN1CCOCC1)c1cc2c(s1)CCCC2
    -14 | 3 | i | -1 | -1 | · | -17 | 10 | 1 | -11
22) O=S(=O)(c1ccc(SCc2ccccc2)nc1)N1CCCCC1
    11 | · | i | -18 | · | 0.8 | 10 | -1 | -3 | 2
23) Cc1ccc(CNC(=O)CSc2nc(=O)n3ccc(C)cc3n2)cc1
    1 | · | 0.5 | -2 | · | 0.0 | · | 40* | -3 | ·
24) C=CCNC(=S)/C(=C(/[O-])c1ccc([N+](=O)[O-])cc1)[n+]1ccccc1
    -10 | 20 | -0.2 | 16 | 4 | 0.8 | -12 | 2 | -5 | -5
25) CCc1ccc(OCC(O)CN2CCC(CN3C(=O)c4cccc5cccc(c45)C3=O)CC2)cc1 (stereo not given)
    18 | 8 | -0.2 | -18 | -5 | · | 0 | 0 | -22 | -1
26) CCOc1ccc(-c2cc(C(=O)NCCCN3CCCC3)c3ccccc3n2)cc1
    -15 | 77 | -0.4 | 10 | -3 | 2.0 | 1 | -34 | -10 | -11
27) c1ccc(N2CCN(c3ncnc4scc(-c5cccs5)c34)CC2)cc1
    4 | 2 | -2.8 | -1 | -1 | · | 2 | 13 | -10 | 2
28) CC(=O)Nc1ccc(S(=O)(=O)N2CCN(C(=O)N3CCCCC3)CC2)cc1
    3 | 4 | -1.1 | 8 | -7 | 1.4 | -10 | 4 | 5 | 9
29) CCC(=O)OCc1c(C(F)(F)F)nn(C)c1Sc1ccc(F)cc1
    10 | 16 | -0.2 | 2 | -1 | · | -5 | 11 | -3 | -3
30) Cc1cc(=O)c2ccc(NC(=O)c3ccccc3)cc2[nH]1
    6 | · | 4.8 | 6 | · | -3.9 | · | 13 | 9 | ·

(next part)
Order of results: Yp Topo-I inh | DUSP3 inh | Vc quorum ag | MazF activator | 3CLpro inhibitor | TcdB GH inh | SSB-PriA inh | CCHFV vOTU inh | PrPC TRFRET | Rv3671c protease
31) CSc1ncccc1C(=O)Nc1ccc(F)c(F)c1F
    -3 | -21 | -0.3 | 1 | 0 | -0.2 | -13 | -12 | 0 | 1
32) C[C@H](CO)N1C[C@H](C)[C@H](CN(C)Cc2cncnc2)Oc2cc(Br)ccc2S1(=O)=O
    0 | · | -4.5 | -10 | · | 4.6&0.9 | · | -2 | -8 | ·
33) Cc1oc(-c2ccc(C(F)(F)F)cc2)nc1CN(Cc1ccccn1)C[C@@H]1CCC(=O)N1
    22 | 8 | -0.6 | 6 | -2 | 0.6 | 8 | -2 | 9 | -13
34) Cn1c(CCN2CCN(c3ccc(F)cc3)CC2)nc2cc(NC(=O)c3ccco3)ccc21
    4 | 29 | i | 3 | -2 | · | -1 | -4 | -3 | -3
35) Cc1ccc(N2C(=O)c3ccccc3C2Nc2ccc(S(=O)(=O)N3CCCCC3)cc2)nc1 (stereo not given)
    30 | -10 | -0.6 | 2 | -3 | 0.4 | -27 | 3 | 0 | -21
36) Cc1c(Br)cc(C(=O)NCc2ccco2)c(C)c1C
    0 | 16 | i | 4 | 0 | · | 1 | 12 | -3 | -11
37) CC(C)OC(=O)CSc1nnc(-c2ccc(C(C)(C)C)cc2)n1N
    -5 | 10 | -0.4 | 4 | -5 | · | -1 | -1 | -4 | -4
38) COc1ccc(OC)c(S(=O)(=O)N2CCC(C(=O)NCc3ccncc3)CC2)c1
    4 | 3 | -0.8 | 7 | 1 | 0.0 | -1 | 0 | 3 | -15
39) Cc1ccc(-c2c(C)sc3ncn(CC(=O)N4CCOCC4)c(=O)c23)cc1C
    17 | 17 | i | -1 | 0 | 3.0 | -14 | -3 | 1 | 1
40) CC1CC(=O)N(CC(=O)Nc2ccc(F)cc2)c2ccccc2S1(=O)=O (stereo not given)
    1 | -4 | -2.0 | 1 | 2 | 1.2 | 15 | 18 | -4 | -6
41) Cc1nc(SCC(=O)O)n[nH]1
    5 | 2 | 0.3 | 1 | -3 | -0.3 | 0 | 7 | 1 | 2
42) Cc1cc(Nc2cccc(C(F)(F)F)c2)n2nc(C)nc2n1
    -3 | 1 | -5.0 | 2 | 2 | · | -15 | 7 | -5 | -2
43) CCc1ccc(Nc2oc(C)cc(=O)c2C(C)=O)cc1
    3 | 14 | -0.2 | 6 | -6 | · | -8 | 3 | -1 | -1
44) O=C1NC[C@H](Cc2ccccc2)N(CC2CCN(CCCC3CCCC3)CC2)C1=O
    6 | · | i | 4 | · | 0.8 | -4 | 8 | -7 | ·
45) O=C(NCc1ccccc1Cl)c1cccc2c1C(=O)c1ccc(-c3ccc(OC(F)(F)F)cc3)cc1S2(=O)=O
    9 | · | -1.9 | -17 | · | · | -24 | · | · | -19

5 entries drawn at random from those above, as already listed:
Order of results: Yp Topo-I inh | DUSP3 inh | Vc quorum ag | MazF activator | 3CLpro inhibitor | TcdB GH inh | SSB-PriA inh | CCHFV vOTU inh | PrPC TRFRET | Rv3671c protease
45) O=C(NCc1ccccc1Cl)c1cccc2c1C(=O)c1ccc(-c3ccc(OC(F)(F)F)cc3)cc1S2(=O)=O
    9 | · | -1.9 | -17 | · | · | -24 | · | · | -19
39) Cc1ccc(-c2c(C)sc3ncn(CC(=O)N4CCOCC4)c(=O)c23)cc1C
    17 | 17 | i | -1 | 0 | 3.0 | -14 | -3 | 1 | 1
32) C[C@H](CO)N1C[C@H](C)[C@H](CN(C)Cc2cncnc2)Oc2cc(Br)ccc2S1(=O)=O
    0 | · | -4.5 | -10 | · | 4.6&0.9 | · | -2 | -8 | ·
36) Cc1c(Br)cc(C(=O)NCc2ccco2)c(C)c1C
    0 | 16 | i | 4 | 0 | · | 1 | 12 | -3 | -11
31) CSc1ncccc1C(=O)Nc1ccc(F)c(F)c1F
    -3 | -21 | -0.3 | 1 | 0 | -0.2 | -13 | -12 | 0 | 1

The listing continues:
Order of results: Yp Topo-I inh | DUSP3 inh | Vc quorum ag | MazF activator | 3CLpro inhibitor | TcdB GH inh | SSB-PriA inh | CCHFV vOTU inh | PrPC TRFRET | Rv3671c protease
46) CCc1nnc(NC(=O)CCN(c2ccc(C)cc2)S(=O)(=O)c2ccccc2)s1
    31 | 9 | -0.2 | -1 | -3 | · | 1 | 9 | 1 | 7
47) CCN(CC)CCC(=O)c1ccc(F)cc1
    5 | 6 | 0.5 | -1 | -8 | 0.1 | -8 | -7 | 1 | -3
48) COc1ccc([N+](=O)[O-])cc1NC(=O)COC(=O)C=C(C)C
    -1 | 13 | -0.1 | 4 | 5 | 0.0 | 0 | -8 | -1 | -7
49) CC1(C)Cc2c(sc(NC(=O)c3ccc(Br)o3)c2C#N)CO1
    -8 | 26 | -0.4 | 1 | 8 | · | -12 | 2 | -5 | 0
50) CCn1c(SC(C)C(=O)Nc2ccc3c(c2)OCCO3)nnc1C1CC1 (stereo not given)
    -11 | · | -8.0 | -8 | · | -3.7 | -2 | -4 | 2 | 0
51) O=C(COC(=O)[C@H](Cc1ccccc1)NC(=O)c1cccs1)NC1CCCCC1
    0 | 21 | -0.2 | 2 | 2 | · | -8 | 8 | -5 | -4
52) COc1ccc2[nH]c(=O)c(CN(CCO)S(=O)(=O)c3ccc4c(c3)OCCO4)cc2c1
    -1 | -12 | 6.3 | 14 | 1 | 2.0 | 2 | -14 | -7 | -8
53) COc1ccc2c(=O)c(-c3ccccc3C)c(C)oc2c1
    1 | 24 | 0.6 | 7 | -6 | · | -32 | 4 | -1 | 1
54) COc1ccccc1NC(=O)CSc1n[nH]c(Cc2ccccc2)n1
    -10 | 5 | 0.5 | 5 | 6 | 1.6 | -11 | -11 | 7 | -1
55) O=C(CSc1nnc2ccc(-c3cccnc3)nn12)Nc1ccccc1F
    8 | · | -0.3 | 4 | · | 1.5 | 1&-9 | -4 | -20 | -5

Some of the entries above, reformatted.
entry	Compound	Yp Topo-I inh	DUSP3 inh	Vc quorum ag	MazF activator	3CLpro inhibitor	TcdB GH inh	SSB-PriA inh	CCHFV vOTU inh	PrPC TRFRET	Rv3671c protease
49	CC1(C)Cc2c(sc(NC(=O)c3ccc(Br)o3)c2C#N)CO1	-8	26	-0.4	1	8	·	-12	2	-5	0
47	CCN(CC)CCC(=O)c1ccc(F)cc1	5	6	0.5	-1	-8	0.1	-8	-7	1	-3
54	COc1ccccc1NC(=O)CSc1n[nH]c(Cc2ccccc2)n1	-10	5	0.5	5	6	1.6	-11	-11	7	-1

Source: PubChem BioAssay
